NR1D1 modulator = modulates human Rev-erb alpha binding to DNA. activity, % at 10 µM. Rev-erbα–FITC-DNA binding, fluorescence polarization, 90 min. AID 1259318. hit rate 0.79% among 370,000;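 active = activity above about 14%, limit read from the data; passing the limit was not always enough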;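 note: 0% = DMSO wells with 35 nM protein and 100% = DMSO wells with 750 nM protein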
TDP2 inh = TDP2 (human) inhibition, absorbance primary screen. recombinant TDP2, T5PNP hydrolysis, p-nitrophenol absorbance 415 nm. inhibition, % at 12.8 µM. hit rate 0.34% among 370,000. O95551;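 active = inhibition above the mean of all tested compounds plus 3 SD, set per campaign, cut at about 25% in these data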;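 note: 0% = DMSO with enzyme and 100% = buffer with substrate but no TDP2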
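Assay system: recombinant human TDP2 / Reagent: T5PNP substrate at 5 mM, a TopII-DNA adduct mimic / Measured by: epi absorbance from released p-nitrophenol / Evaluation: % inhibition relative to enzyme-containing and enzyme-free wells / Control set: enzyme-free and DMSO wells / Replicates: each compound tested once, singlicate / Schedule: enzyme reaction with compound for 2 h at 37 °C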
LEDGF integ inh = blocks HIV-1 LEDGF/p75-dependent DNA integration | TR-FRET IN-LEDGF/p75 DNA integration, Eu/Cy5 | inhibition, % at 3.7 µM | hit rate 0.64% among 370,000;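 active = inhibition above the screen-wide mean plus 3 SD, cut at about 13% in these data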;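 note: signal is the Cy5 over europium emission ratio at 671 and 618 nm; 0% = plate median of compound wells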
HTRA1 inh = HTRA1 (human) protease inhibition | hit rate 0.5% among 340,000 | inhibition, % at 5.96 µM | AID 504803 | recombinant HTRA1, FP-rhodamine activity-based probe, fluorescence polarization; in the data active = inhibition above about 36%;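 note: 0% = enzyme with DMSO and 100% = wells lacking enzyme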
Target sequence (Q92743 whole entry, looked up): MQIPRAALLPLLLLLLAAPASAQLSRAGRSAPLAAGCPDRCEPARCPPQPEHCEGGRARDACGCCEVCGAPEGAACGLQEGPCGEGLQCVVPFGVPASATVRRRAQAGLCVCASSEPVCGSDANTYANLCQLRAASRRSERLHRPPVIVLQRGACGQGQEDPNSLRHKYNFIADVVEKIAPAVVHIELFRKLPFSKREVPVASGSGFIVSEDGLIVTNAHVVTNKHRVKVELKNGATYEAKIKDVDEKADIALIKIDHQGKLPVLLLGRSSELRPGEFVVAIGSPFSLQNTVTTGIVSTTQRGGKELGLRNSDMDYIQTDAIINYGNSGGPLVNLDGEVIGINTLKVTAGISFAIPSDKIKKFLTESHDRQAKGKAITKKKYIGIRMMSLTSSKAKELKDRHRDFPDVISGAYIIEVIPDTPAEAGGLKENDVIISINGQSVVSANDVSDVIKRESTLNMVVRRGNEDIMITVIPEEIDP
rCAG RNA binder = molecules binding r(CAG) RNA repeats; hit rate 1.3% among 370,000; r(CAG) RNA repeat, TO-PRO-1 dye displacement fluorescence; inhibition, % at 3 µM;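 active = inhibition above the plate cutoff, the mean of all test compounds on that plate plus 3 SD, cut at about 35% in these data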;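 note: 0% = DMSO alone and 100% = 100 µM mitoxantrone as full dye displacement; higher means more dye released from RNA so lower well fluorescence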
PG9 Ab binder = PG9 antibody binding by small molecule; TR-FRET gp120-PG9 antibody binding; inhibition, % at 6.7 µM; hit rate 0.43% among 360,000; in the data active = inhibition above about 8.5%
SIAE primary = human SIAE inhibition, primary screen | Q9HAT2 | SIAE FP-Rh probe binding, fluorescence polarization | inhibition, % at 9.66 µM | hit rate 0.69% among 370,000 | AID 1053197;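 active = inhibition above a cutoff: mean of compounds within the control limits plus 3 SD of those, cut at about 17% in these data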;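 note: 0% = plate median of compound wells and 100% = probe without SIAE protein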
mABHD4 FP = inhibitors of mouse ABHD4; hit rate 0.54% among 370,000; Q8VD66; AID 720543; inhibition, % at 8.92 µM; purified mABHD4, FP-Rh probe fluorescence polarization;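 active = inhibition exceeding the mean over every tested compound plus 3 SD, cut at about 30% in these data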;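 note: 0% = plate median of compound wells and 100% = S159A mutant with DMSO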
Target sequence (Q8VD66 whole entry, looked up): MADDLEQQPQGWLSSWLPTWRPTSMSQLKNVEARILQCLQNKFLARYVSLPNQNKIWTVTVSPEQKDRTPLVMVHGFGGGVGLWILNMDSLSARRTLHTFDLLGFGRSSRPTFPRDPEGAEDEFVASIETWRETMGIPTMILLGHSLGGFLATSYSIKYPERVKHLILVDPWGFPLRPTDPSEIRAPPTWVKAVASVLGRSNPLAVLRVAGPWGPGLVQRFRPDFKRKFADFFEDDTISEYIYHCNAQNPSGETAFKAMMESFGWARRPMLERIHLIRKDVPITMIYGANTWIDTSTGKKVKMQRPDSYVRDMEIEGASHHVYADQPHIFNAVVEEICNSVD
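Test system: mABHD4 protein; Read-out basis: % inhibition; Incubation: 45 min + 60 min at 25 °C; Repeats: single replicate; Technique: fluorescence polarization with parallel and perpendicular emission, 525/598 nm; Compound: 8.92 µM, single dose; Benchmarks: full inhibition S159A mutant plus DMSO, zero as sample-well median.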
PRMT1 inh = blocks human protein arginine methyltransferase 1; hit rate 1.3% among 370,000; Q99873; inhibition, % at 2.79 µM; recombinant PRMT1, activity-based probe fluorescence polarization;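 active = inhibition above about 21% made by adding two undisclosed values, limit read from the data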
TCR-CD3 inh = human TCR-CD3 binding inhibition; TAMRA-labeled TCR probe fluorescence, biochemical; inhibition, % at 9.4 µM; hit rate 0.37% among 360,000; in the data active = inhibition above about 19%;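 note: recombinant mutant TCR 2C K166C tagged with TAMRA read by polarization; 0% = receptor in buffer alone and 100% = receptor with positive control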
* marks the source's active call; other numbers are inactive results; nt = no result given. Not all compounds are listed; rates above refer to the full screens.

SMILES	NR1D1 modulator	TDP2 inh	LEDGF integ inh	HTRA1 inh	rCAG RNA binder	PG9 Ab binder	SIAE primary	mABHD4 FP	PRMT1 inh	TCR-CD3 inh
COc1ccc(C=O)c(OCc2cn(CC(=O)c3ccc(O)cc3)nn2)c1	-10	4	3	-6	3	-2.1	4	9	4	-5
Cc1ccc(-c2nnn(Cc3nc4ccccc4s3)n2)cc1	4	-4	-1	-25	2	-1.2	-4	-9	-1	1
Cn1cnnc1SCCn1c(N2CCCCC2)nc2c1c(=O)[nH]c(=O)n2C	-7	3	-1	2	-3	-0.8	3	2	0	2
CCC1(C)Cc2c(sc3c2c(=O)n(-c2ccccc2)c(=O)n3C)CO1 (stereo not given)	1	2	-1	-1	-5	-0.3	-6	7	-1	3
CCOC(=O)c1ccc(N2C(=O)c3n[nH]c(C)c3C2c2cccnc2)cc1 (stereo not given)	2	6	-1	3	-4	-2.2	-1	10	0	1
O=C1CSC(=Nc2ccc(F)cc2)N1	-6	-15	5	-2	-1	0.3	-5	5	-2	11
CCCc1cc(=O)oc2cc(OCC(=O)N3CCN(C(=O)C4COc5ccccc5O4)CC3)ccc12 (stereo not given)	-5	-2	2	-10	0	0.6	1	8	4	9
O=c1c2ccccc2nc2n1C(CBr)CN2 (stereo not given)	-2	19	2	-2	2	-0.8	2	-4	-1	-2
Clc1ccc(-n2c(COc3ccccc3)nnc2SCc2nc3ccccc3[nH]2)cc1	0	-4	0	nt	3	nt	-3	-5	4	nt
O=C(CC[C@H]1O[C@@H](n2cnc3c(NC(=O)c4ccccc4)ncnc32)[C@H](O)[C@@H]1O)NCC1CCN(Cc2ccccc2)CC1	-2	10	-2	nt	-1	1.0	34*	8	8	2
CCOC(=O)C1Nc2ccccc2C2c3ccccc3CC12 (stereo not given)	0	1	2	-26	21	0.1	-4	-11	16	2
CC(NC(=O)c1cnc2ccccc2n1)c1ccccc1 (stereo not given)	-1	-4	0	-1	4	-0.1	2	-2	-2	4
CCN(C[C@H]1N[C@@](Cc2ccccc2)(C(=O)OC)[C@H]2C(=O)N(C)C(=O)[C@@H]12)S(=O)(=O)c1ccc(OC)cc1	2	-1	3	2	2	-1.7	1	3	-1	-6
Cc1noc(C)c1NC(=O)N(C)C[C@H]1Oc2ccc(NC(=O)NC(C)C)cc2C(=O)N([C@H](C)CO)C[C@@H]1C	5	-3	-2	-4	-4	0.2	-3	-7	-4	2
CCOC(=O)c1c(NC(=O)CN2C(=O)NC3(CCC(C)CC3)C2=O)sc(C)c1CC (stereo not given)	22*	4	-2	-8	-14	-0.2	7	-1	1	4
COc1ccc(C(=O)Nc2ccc3ccccc3c2)cc1	1	-16	2	-17	1	-0.5	0	-9	-2	-6
CCOC(=O)c1sc2nccc(OC)c2c1N=CN(C)C	-1	6	-2	7	0	0.3	3	3	2	-4
O=C(CSc1nncs1)Nc1ccc2c(c1)OCCO2	nt	9	3	4	3	1.4	1	0	-3	-2
Cn1nc(C(=O)N2CCCc3ccccc32)c2ccccc2c1=O	0	0	-1	-6	-3	0.7	-2	1	-2	3
CC(C)C[C@@H](C)C(=O)N(Cc1ccccc1)c1ccccc1	1	6	-2	-9	-6	0.6	4	2	2	-6
Cc1ccc(N(C)S(=O)(=O)c2cccc(C(=O)OCC(=O)c3c(N)n(C)c(=O)n(C)c3=O)c2)cc1	4	-10	-1	-39	12	1.9	-24	-46	9	2
CC(C)OP(=O)(c1ccc(N(C)C)cc1)C(Nc1ccccc1)c1cccnc1 (stereo not given)	-4	9	-1	3	-1	0.5	2	3	-1	3
CC1=C(C(=O)N2CCOCC2)CC(CC(=O)NC2CCCCC2)C(=O)N1Cc1ccccc1 (stereo not given)	5	3	1	1	-3	0.5	2	6	2	-3
O=C(OCc1cc2ccccc2[nH]c1=O)c1ccc([N+](=O)[O-])cc1	-12	-24	4	1	3	-3.4	6	-9	-5	1
O=C(NCCNC(=O)C(c1ccccc1)c1ccccc1)c1ccco1	1	6	2	-2	-3	0.8	11	1	-5	-7
Other structures
SMILES	NR1D1 modulator	TDP2 inh	LEDGF integ inh	HTRA1 inh	rCAG RNA binder	PG9 Ab binder	SIAE primary	mABHD4 FP	PRMT1 inh	TCR-CD3 inh
O=C(CCn1cnnn1)N1CCCC(Nc2ccc(F)cc2)C1 (stereo not given)	-1	12	0	6	-1	0.1	9	-4	-1	2
O=C(NCc1ccccc1)C(c1ccncc1)N(C(=O)c1ccccn1)c1ccccc1 (stereo not given)	-1	6	0	-8	4	-0.7	2	-4	-2	4
COc1cc(F)ccc1-c1cc(C(=O)Nc2ccc(C)c(NS(C)(=O)=O)c2)[nH]n1	0	0	-2	nt	8	1.0	-28	-14	1	11
CC(NC(=O)C1CCN(S(=O)(=O)c2cccs2)CC1)c1cccc(Cl)c1 (stereo not given)	1	-7	-1	-3	6	-0.2	-5	-2	1	0
COc1cccc(CCNS(=O)(=O)c2c(C)n[nH]c2C)c1	-6	0	3	nt	2	nt	-8	5	-3	nt
CCCNS(=O)(=O)c1ccc(CCC(=O)N2CCCCC2)cc1	-2	-2	-1	2	-3	-0.8	3	3	2	-3
Cn1nc(C(=O)Nc2ccc(S(=O)(=O)N3CCCC3)cc2)ccc1=O	-3	9	3	-4	2	0.2	7	8	-1	-1
COc1cc2[nH]c(=O)n(Cc3ccc(C(=O)NC4CCN(Cc5ccccc5)CC4)cc3)c(=O)c2cc1OC	4	0	2	4	4	0.0	1	4	-4	6
c1ccc2c(c1)OCC(c1csc3ncnc(N4CCOCC4)c13)O2 (stereo not given)	0	-12	0	-1	-1	-1.8	-1	1	-1	0
CN(C)C(CNC(=O)CN1C(=O)NC2(CCc3ccccc32)C1=O)c1ccco1 (stereo not given)	-4	-1	3	1	-1	-0.1	6	4	2	-1
Cc1cc(=O)[nH]n(CCO)c1=O	-6	-11	-1	15	0	-2.0	0	-3	3	-3
CCCOc1ccc(/C(O)=C2/C(=O)C(=O)N(c3ccccn3)C2c2ccc(OC)cc2)cc1C (stereo not given)	-4	-9	-4	-2	28	17*	-3	6	4	-3
BrCCOCCOc1ccc2ccccc2c1	0	3	-3	3	0	-0.4	9	0	-4	5
CC(C)C(=O)NC(c1ccco1)c1c(O)ccc2ccccc12 (stereo not given)	2	4	-1	-1	2	-0.9	-2	0	5	-2
NC(=O)COC(=O)c1ccccc1Nc1ccc(SC(F)F)cc1	1	4	1	-14	1	-2.1	3	-22	-2	-2
O=C(c1ccc(=O)oc1)N1CCN(C(c2ccccc2)c2ccccc2)CC1	3	-2	7	6	6	3.2	-7	7	6	1
Cn1c(=O)c2ccccc2n(Cc2cccc(F)c2)c1=O	2	-4	21*	-5	-1	-2.3	0	-2	-1	-7
CCN(CC(=O)NCc1ccc(Cl)cc1)C(=O)c1cc(S(=O)(=O)N2CCOCC2)ccc1C	0	-7	-1	-1	4	-0.6	14	-3	1	-6
CCC(C)(c1nnnn1-c1c(C)cccc1C)N(N=O)c1cccc(C(F)(F)F)c1 (stereo not given)	4	-3	-5	-27	-8	0.7	-5	-7	1	-4
O=C(Nc1c[nH]c(=O)[nH]c1=O)c1cccc(F)c1	-1	-6	-2	-5	-1	2.5	-8	-13	-1	-7
COc1ccccc1OCC#CCNC1CCCCC1C (stereo not given)	5	2	-3	10	-4	-0.7	-1	4	-3	4
O=C1[C@H]2[C@@H](c3ccc(F)cc3)N3C(=O)N(c4cccc(Br)c4)C(=O)[C@@]3(Cc3ccc(Cl)cc3)[C@H]2C(=O)N1C1CCCCC1	-2	0	-2	-2	5	0.4	-15	10	1	4
COc1ccc(C(=O)NC(C(=O)NCc2ccccn2)C(C)C)cc1 (stereo not given)	0	9	-1	3	1	-2.6	-3	0	-1	-1
O=C(CCCN=C1NS(=O)(=O)c2ccccc21)OCC(=O)c1ccccc1	4	1	-1	2	0	2.0	-5	-1	2	-2
CCOCCOC(=O)C1=C(C)N(C)C(=O)NC1c1ccccc1F (stereo not given)	-4	5	-1	5	-4	-0.3	4	5	4	0

Entries of single compounds, quoted from the list. Order of values: NR1D1 modulator, TDP2 inh, LEDGF integ inh, HTRA1 inh, rCAG RNA binder, PG9 Ab binder, SIAE primary, mABHD4 FP, PRMT1 inh, TCR-CD3 inh
Record of `CC1=C(C(=O)N2CCOCC2)CC(CC(=O)NC2CCCCC2)C(=O)N1Cc1ccccc1` (stereo not given) : 5, 3, 1, 1, -3, 0.5, 2, 6, 2, -3
Record of `Cc1ccc(N(C)S(=O)(=O)c2cccc(C(=O)OCC(=O)c3c(N)n(C)c(=O)n(C)c3=O)c2)cc1` : 4, -10, -1, -39, 12, 1.9, -24, -46, 9, 2

Additional records.
SMILES	NR1D1 modulator	TDP2 inh	LEDGF integ inh	HTRA1 inh	rCAG RNA binder	PG9 Ab binder	SIAE primary	mABHD4 FP	PRMT1 inh	TCR-CD3 inh
CCOC(=O)CN1C(=O)C(O)(c2c(C)[nH]c3ccccc23)c2ccccc21 (stereo not given)	1	-5	3	-5	5	2.8	-9	-11	1	-6
Cc1ccccc1C(=O)/C(C#N)=N/Nc1c(C)n(C)n(-c2ccccc2)c1=O	1	-9	1	0	12	-5.5	6	3	1	-1
CCOC(=O)c1cc(C(C)(C)C)oc1CN	9	-8	-3	7	4	0.3	1	4	1	0
COc1ccc(C)c2sc(N(CCCN(C)C)C(=O)CS(=O)(=O)c3ccc(F)cc3)nc12	3	9	0	-2	5	1.4	3	1	-1	0
O=C(NCc1ccc(F)cc1)C1(c2cccs2)CCOCC1	-8	-14	5	-2	0	-2.4	0	-4	2	2
CCOC(=O)c1ccc2[nH]c(C)c(CCC(C)=O)c(=O)c2c1	-3	4	-3	5	-2	-0.1	-1	-1	-1	8
COC(=O)[C@H](CC(C)C)NC(=O)NCCCc1ccccc1	-3	10	0	17	48*	-0.2	-2	-3	2	-7
O=C(NC1CCCC1)C(c1ccncc1)N(Cc1ccccc1)C(=O)c1ccc(-c2ccccc2)[nH]1 (stereo not given)	1	-25	3	-29	6	-3.7	-5	-4	15	-8
Cc1cccc(-n2c(Cc3ccccc3)nnc2SCc2ccc([N+](=O)[O-])cc2)c1	-6	0	1	-26	-6	-2.9	-1	2	0	5
CC1CCCC(NC(=O)CCNC(=O)c2ccc(Cl)cc2)C1C (stereo not given)	6	3	7	3	-5	-0.5	-2	-2	-1	3
CCCN1CCS(=O)(=O)N(Cc2cn(Cc3ccccc3)nn2)C(C(=O)OC)C1 (stereo not given)	3	-14	8	nt	2	nt	2	4	0	nt
CCn1nc([N+](=O)[O-])c(C(C#N)c2nc3ccccc3n2C)c(Cl)c1=O (stereo not given)	9	4	-1	11	20	-0.8	3	19	2	1
CCCn1c(N)c(C(=O)CSc2nc(C)nc3sc(C)c(C)c23)c(=O)[nH]c1=O	35*	1	-5	-1	3	0.4	5	2	7	-7
Cc1nc(C(=O)NCCC(C)C)sc1C1(C)CC(c2cccc([N+](=O)[O-])c2)=NO1 (stereo not given)	-6	-7	2	-22	3	-2.4	-5	-42	0	-4
O=C(c1cccc(C(F)(F)F)c1)N(c1ccccn1)C1CCCCC1	11	3	11	-1	-10	-2.2	2	-6	-4	0

From PubChem
